L3MBTL1 inh: blocks human L3MBTL1 | Q9Y468 | AlphaScreen L3MBTL1–H3K9me1 peptide binding | Potency, µM (highest dose often 57.1 µM), inactives show at the highest dose activity, negative = inhibition, actives largely listed as inhibitors | 230,000 tested, 0.66% active | AID 485360; note: nearly all actives have a fitted effect of over 60% in size
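AlphaScreen assay: L3MBTL1 (50 nM final) was preincubated 30 min at room temperature with biotinylated H3(1-15)K9me1 peptide (75 nM final), then 30 min with library compounds; streptavidin donor and nickel chelate acceptor beads (10 ug/mL final) added, 30 min dark.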
TexasRed fluor: counter-screen for TRb-SRC2 inhibitors: fluorescence interference; TRb/SRC2 Texas Red total fluorescence interference; Potency, µM (doses to about 106 µM), for inactives: at the top dose fluorescence change, negative = quenching; 280,000 tested, 0.29% active; active = well fitted curve in either direction with a large enough effect; inconclusive = small, poorly fitted or top-dose-only effect
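Human TRb ligand-binding domain at 0.6 uM with 20 nM Texas Red SRC2 peptide in Tris buffer containing 1 uM T3 and 5% DMSO, incubated with compound 5 h at ambient temperature. Total fluorescence (555/632 nm) calculated as parallel + 2 × perpendicular.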
ALDH1A1 block: blocks purified human ALDH1A1 activity. P00352. Purified ALDH1A1, NADH fluorescence, propionaldehyde substrate. Potency, µM (top dose mostly 75.3 µM), without a hit: at the top dose activity, negative = inhibition, most hits filed as inhibitors. 220,000 tested, 7.3% active; active = well fitted inhibition curve with a large enough effect, not every such curve was filed as active; inconclusive = small, poorly fitted or top-dose-only effect, or another doubt; inactive = no such curve, though single readings can be large or run the other way;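 note: plate controls were no enzyme wells and a reference inhibitor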
Target sequence (P00352 whole entry, looked up): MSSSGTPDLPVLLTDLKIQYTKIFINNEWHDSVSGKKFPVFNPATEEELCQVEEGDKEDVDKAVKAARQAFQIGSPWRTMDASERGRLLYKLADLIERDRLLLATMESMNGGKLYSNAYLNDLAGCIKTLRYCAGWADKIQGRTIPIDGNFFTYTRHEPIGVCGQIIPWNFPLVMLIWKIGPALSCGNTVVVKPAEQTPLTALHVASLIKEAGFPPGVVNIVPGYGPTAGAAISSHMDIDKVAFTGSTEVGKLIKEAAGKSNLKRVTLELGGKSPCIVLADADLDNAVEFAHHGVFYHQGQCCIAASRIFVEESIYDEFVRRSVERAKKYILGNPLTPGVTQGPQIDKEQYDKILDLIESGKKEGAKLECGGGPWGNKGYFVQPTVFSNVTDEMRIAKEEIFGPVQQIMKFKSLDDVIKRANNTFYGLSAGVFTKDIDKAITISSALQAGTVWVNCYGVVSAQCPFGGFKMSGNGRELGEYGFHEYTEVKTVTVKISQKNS
GLA spleen mod: inhibitors or activators of human alpha-galactosidase in spleen homogenate; P06280; human spleen homogenate, 4MU-alpha-Gal fluorescence, 40 min; Potency, µM (top dose mostly 80 µM), inactives show top-dose activity change, negative = inhibition, actives largely listed as inhibitors; 240,000 tested, 0.008% active;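 note: 0% = enzyme with vehicle and -100% = no enzyme basal signal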
Target sequence (P06280 32-429 limits assumed): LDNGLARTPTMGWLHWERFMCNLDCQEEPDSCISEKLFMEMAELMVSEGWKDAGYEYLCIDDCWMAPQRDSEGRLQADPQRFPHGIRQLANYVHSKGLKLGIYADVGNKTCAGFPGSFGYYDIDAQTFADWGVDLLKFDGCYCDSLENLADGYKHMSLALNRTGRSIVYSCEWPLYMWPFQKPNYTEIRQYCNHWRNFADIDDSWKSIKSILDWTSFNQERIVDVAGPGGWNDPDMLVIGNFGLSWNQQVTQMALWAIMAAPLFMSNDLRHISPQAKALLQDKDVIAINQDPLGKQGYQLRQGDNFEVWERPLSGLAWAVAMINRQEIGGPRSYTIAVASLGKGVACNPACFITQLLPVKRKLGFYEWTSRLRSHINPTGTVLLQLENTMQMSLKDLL
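Inhibition or activation of alpha-galactosidase in human spleen homogenate is scored by 4-MU fluorescence after 40 min at 37C, pH 5.0, with 1 mM substrate. AC50s come from concentration-response fitted to the Hill equation.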
Tau fluor cs: counter-screen for tau fibril formation inhibitors; 280,000 tested, 0.93% active; tau K18 P301L Alexa594 fluorescence, heparin fibrillization; AID 1463; Potency, µM (series often up to 57.7 µM), for the others: at the top dose activity change, negative = decrease; note: nearly all actives have a fitted effect of over 55% in size
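Human tau K18 P301L (15 uM unlabeled, 0.24 uM Alexa 594-labeled) in 100 mM sodium acetate pH 7 with 20 uM heparin, 6 hr at 37 C. ThT 30 uM added, 1 hr ambient; Alexa 594 FP and total fluorescence read at 555/632 nm.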
Tau fibril ThT: tau fibrillization inhibition (ThT binding); P10636; 270,000 tested, 2.1% active; Potency, µM (highest dose often 57.4 µM), without a hit: at the highest dose activity, negative = inhibition, actives largely listed as inhibitors; recombinant tau K18 P301L (four-repeat tau fragment), heparin-induced fibrillization, ThT fluorescence; note: nearly all actives have a fitted effect of over 55% in size
Target sequence (P10636 561-689 P618L limits assumed): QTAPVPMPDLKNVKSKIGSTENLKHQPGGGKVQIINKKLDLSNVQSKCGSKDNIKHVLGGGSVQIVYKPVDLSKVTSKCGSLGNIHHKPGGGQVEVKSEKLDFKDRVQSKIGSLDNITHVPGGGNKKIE
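Heparin-induced (20 uM) aggregation of recombinant human K18 P301L tau, 15 uM unlabeled with 0.24 uM labeled, pH 7 acetate buffer, 6 hr at 37 C with compound. Fibrils quantified by 30 uM ThT fluorescence after 1 hr ambient incubation.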
TRb SRC2 PPI: inhibitors of human thyroid hormone receptor beta-SRC2 interaction. P10828. TRbeta-SRC2 peptide binding, fluorescence polarization; receptor liganded with 1 µM T3. 280,000 tested, 0.065% active. Potency, µM (doses to about 106 µM), inactives show top-dose activity change, negative = inhibition, usual class: inhibitors;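 note: plate controls were bound peptide for no effect and peptide without receptor for full effect; nearly all actives have a fitted effect of over 50% in size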
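Polarization signal, normalized between peptide-alone and full complex controls, measured compound effects on T3-liganded human TRb LBD (0.6 uM) binding 20 nM Texas Red SRC2 peptide after 5 hr.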
Tau FP inhib: blocks human tau fibril formation measured by polarization; P10636; K18 P301L tau heparin fibrillization, Alexa594 FP, 6 h; 280,000 tested, 0.39% active; Potency, µM (titrated, usually from 57.7 µM), inactives show top-dose activity, negative = inhibition, most hits filed as inhibitors; note: nearly all actives have a fitted effect of over 55% in size
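K18 P301L tau (15 uM unlabeled/0.24 uM Alexa 594-labeled, final) + compound + heparin 20 uM final; 100 mM NaOAc pH 7; 6 hr 37 C; ThT 30 uM final added, 1 hr RT; FP ex 555/em 632 nm.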
* = called active by the depositor; [ ] = dose if it differs, or a comment. Unless noted, calls come from the whole dose curve; as a rule, active = well fitted curve in the direction sought with a large enough effect; inconclusive = small, poorly fitted or top-dose-only effect, or another doubt; inactive = no such curve, though single readings can be large; an effect the other way counts as inactive or inconclusive. Unless noted, % is set by controls: 0 for no effect and ±100 for the full control effect; potency is the fitted concentration of half-maximal effect.

How did COCCOC(=O)/C(=C/c1ccc(OC(=O)c2ccccc2)cc1)C(C)=O do in these assays?
L3MBTL1 inh: 4%; TexasRed fluor: 2%; ALDH1A1 block: -16%; GLA spleen mod: 0%; Tau fluor cs: 4%; Tau fibril ThT: inconclusive; TRb SRC2 PPI: -1%; Tau FP inhib: 10%

How did Cc1cccc(N2CCN(C(=O)c3ccc4c(c3)CCN4S(=O)(=O)c3ccccc3)CC2)c1C do in these assays?
TexasRed fluor: 1%; Tau fluor cs: -11%; Tau fibril ThT: -11%; TRb SRC2 PPI: -11%; Tau FP inhib: 9%

How did CCOCc1nnc(NC(=O)c2cc(C(=O)OC)cc([N+](=O)[O-])c2)s1 do in these assays?
L3MBTL1 inh: -1%; TexasRed fluor: -2%; ALDH1A1 block: -12%; GLA spleen mod: 2%; Tau fluor cs: -9%; Tau fibril ThT: -10%; TRb SRC2 PPI: 2%; Tau FP inhib: -3%

What do the screens show for `O=C(Cn1c(=O)n(CC2CCC(C(=O)NCCc3ccccc3)CC2)c(=O)c2ccccc21)Nc1ccccc1` (centres undefined)?
TexasRed fluor: -1%; Tau fluor cs: inconclusive; Tau fibril ThT: -10%; TRb SRC2 PPI: -6%; Tau FP inhib: -21%

Results for C#CC[N+](C)(C)CC#Cc1ccc(Cl)cc1 ?
L3MBTL1 inh: 8%; TexasRed fluor: 0%; ALDH1A1 block: -10%; GLA spleen mod: -9%; Tau fluor cs: 3%; Tau fibril ThT: 3%; TRb SRC2 PPI: 0%; Tau FP inhib: 8%

What do the screens show for `c1ccc(-c2nc3c([nH]2)CCc2nonc2-3)cc1`?
TexasRed fluor: 0%; ALDH1A1 block: 4.5µM*; GLA spleen mod: -25%; Tau fluor cs: -5%; Tau fibril ThT: -7%; TRb SRC2 PPI: -4%; Tau FP inhib: 1%

How did Cc1cccc(-c2nc(CSCC(=O)N3CCN(c4cccc(C)c4C)CC3)c(C)o2)c1 do in these assays?
TexasRed fluor: -2%; Tau fluor cs: -6%; Tau fibril ThT: inconclusive; TRb SRC2 PPI: -5%; Tau FP inhib: 11%

How did CCOC(=O)CC(=O)CSc1ccc2nnc(-c3ccc(F)cc3)n2n1 do in these assays?
L3MBTL1 inh: -6%; TexasRed fluor: 5%; ALDH1A1 block: -12%; GLA spleen mod: -4%; Tau fluor cs: -7%; Tau fibril ThT: -10%; TRb SRC2 PPI: -6%; Tau FP inhib: 12%

What do the screens show for `COc1ccc(Br)cc1CNC(=O)CN1C(=O)CSc2ccc(S(=O)(=O)N3CCOCC3)cc21`?
TexasRed fluor: -2%; Tau fluor cs: -17%; Tau fibril ThT: -3%; TRb SRC2 PPI: 5%; Tau FP inhib: 11%

Results for COc1cc(C2NC(=O)NC(C)=C2C(=O)OCC2CCCO2)ccc1O (centres undefined) ?
L3MBTL1 inh: -9%; TexasRed fluor: 0%; ALDH1A1 block: -11%; GLA spleen mod: 1%; Tau fluor cs: 1%; Tau fibril ThT: 6%; TRb SRC2 PPI: 6%; Tau FP inhib: -16%

Next part, overlapping the part above by 3 compounds.
How did CCOC(=O)CC(=O)CSc1ccc2nnc(-c3ccc(F)cc3)n2n1 do in these assays?
L3MBTL1 inh: -6%; TexasRed fluor: 5%; ALDH1A1 block: -12%; GLA spleen mod: -4%; Tau fluor cs: -7%; Tau fibril ThT: -10%; TRb SRC2 PPI: -6%; Tau FP inhib: 12%

What do the screens show for `COc1ccc(Br)cc1CNC(=O)CN1C(=O)CSc2ccc(S(=O)(=O)N3CCOCC3)cc21`?
TexasRed fluor: -2%; Tau fluor cs: -17%; Tau fibril ThT: -3%; TRb SRC2 PPI: 5%; Tau FP inhib: 11%

Results for COc1cc(C2NC(=O)NC(C)=C2C(=O)OCC2CCCO2)ccc1O (centres undefined) ?
L3MBTL1 inh: -9%; TexasRed fluor: 0%; ALDH1A1 block: -11%; GLA spleen mod: 1%; Tau fluor cs: 1%; Tau fibril ThT: 6%; TRb SRC2 PPI: 6%; Tau FP inhib: -16%

What do the screens show for `O=C(N/N=C/C(Cl)=C/c1ccc([N+](=O)[O-])cc1)C(=O)Nc1cccc(C(=O)O)c1`?
L3MBTL1 inh: -23%; TexasRed fluor: -5%; ALDH1A1 block: 1%; GLA spleen mod: 1%; Tau fluor cs: inconclusive; Tau fibril ThT: 3.5µM*; TRb SRC2 PPI: -1%; Tau FP inhib: -7%

How did O=C(O)C1CC=CCC1C(=O)Nc1ccccc1Cl (centres undefined) do in these assays?
L3MBTL1 inh: 1%; TexasRed fluor: -3%; ALDH1A1 block: 3%; GLA spleen mod: -4%; Tau fluor cs: 0%; Tau fibril ThT: -3%; TRb SRC2 PPI: -15%; Tau FP inhib: 5%

What do the screens show for `Brc1ccc(N=Nc2ccc3ccccc3n2)cc1`?
L3MBTL1 inh: -20%; TexasRed fluor: -2%; ALDH1A1 block: 12%; GLA spleen mod: -2%; Tau fluor cs: -16%; Tau fibril ThT: 1.1µM*; TRb SRC2 PPI: -9%; Tau FP inhib: 2%

How did CC(=O)c1cccc(S(=O)(=O)NC2CC2)c1 do in these assays?
L3MBTL1 inh: 7%; TexasRed fluor: 7%; ALDH1A1 block: inconclusive; GLA spleen mod: -10%; Tau fluor cs: 1%; Tau fibril ThT: -3%; TRb SRC2 PPI: -3%; Tau FP inhib: 4%

Results for O=C(NCc1cccc(Cl)c1)c1ccc2nc[nH]c2c1 ?
L3MBTL1 inh: 17%; TexasRed fluor: 0%; ALDH1A1 block: 5%; GLA spleen mod: -5%; Tau fluor cs: -2%; Tau fibril ThT: 1%; TRb SRC2 PPI: 2%; Tau FP inhib: 0%

How did Cc1c(Cl)c([N+](=O)[O-])nn1Cc1ccc(C(=O)Nc2ccc(Cl)cn2)o1 do in these assays?
L3MBTL1 inh: -7%; TexasRed fluor: -3%; ALDH1A1 block: 9%; GLA spleen mod: -25%; Tau fluor cs: -21%; Tau fibril ThT: -16%; TRb SRC2 PPI: 8%; Tau FP inhib: 3%

How did c1ccc(-c2cn3cccnc3n2)cc1 do in these assays?
L3MBTL1 inh: 1%[11.4 µM]; TexasRed fluor: -3%; ALDH1A1 block: inconclusive; GLA spleen mod: inconclusive; Tau fluor cs: 0%; Tau fibril ThT: -3%; TRb SRC2 PPI: -10%; Tau FP inhib: -5%

How did Fc1ccc(C2=NNC(=NCc3ccccc3)SC2)cc1F do in these assays?
TexasRed fluor: -1%; ALDH1A1 block: inconclusive; GLA spleen mod: -1%; Tau fluor cs: inconclusive; Tau fibril ThT: inconclusive; TRb SRC2 PPI: -4%; Tau FP inhib: 2%

How did O=C(CN1CCN(c2ccccn2)CC1)Nc1ccc2ccccc2c1 do in these assays?
L3MBTL1 inh: -5%; TexasRed fluor: -2%; ALDH1A1 block: inconclusive; GLA spleen mod: 15%; Tau fluor cs: -12%; Tau fibril ThT: -12%; TRb SRC2 PPI: -2%; Tau FP inhib: -3%

What do the screens show for `Cc1ccc(NC(=S)NCCCN2CCOCC2)cc1`?
L3MBTL1 inh: -5%; TexasRed fluor: 0%; ALDH1A1 block: 12%; GLA spleen mod: 1%; Tau fluor cs: 2%; Tau fibril ThT: 10%; TRb SRC2 PPI: 1%; Tau FP inhib: -1%

What do the screens show for `Cc1cccc2cc(CN(C(=O)c3cccc([N+](=O)[O-])c3)C(C)C)c(=O)[nH]c12`?
L3MBTL1 inh: 1%; TexasRed fluor: 4%; GLA spleen mod: 9%; Tau fluor cs: -2%; Tau fibril ThT: 2%; TRb SRC2 PPI: 11%; Tau FP inhib: 1%

How did O=C(Cn1cnc2c(nnn2Cc2ccc(Cl)cc2)c1=O)NCC1CCCO1 (centres undefined) do in these assays?
L3MBTL1 inh: -4%[11.4 µM]; TexasRed fluor: -7%; ALDH1A1 block: 8%; GLA spleen mod: 6%; Tau fluor cs: 13%; Tau fibril ThT: 8%; TRb SRC2 PPI: 4%; Tau FP inhib: 1%

How did Cc1cc(-c2cc(-c3ccc(Cl)cc3)nc(N)c2C#N)co1 do in these assays?
L3MBTL1 inh: -7%; TexasRed fluor: 3%; ALDH1A1 block: inconclusive; GLA spleen mod: inconclusive; Tau fluor cs: -11%; Tau fibril ThT: inconclusive; TRb SRC2 PPI: 2%; Tau FP inhib: 2%

What do the screens show for `Cc1nc(N2CCOCC2)c2c(C(=O)N(C)c3ccccc3)c(C)oc2n1`?
TexasRed fluor: -7%; Tau fluor cs: -6%; Tau fibril ThT: -3%; TRb SRC2 PPI: -9%; Tau FP inhib: -6%

What do the screens show for `CCOC(CNc1ncnc2c1cnn2C)OCC`?
L3MBTL1 inh: 1%; TexasRed fluor: -5%; ALDH1A1 block: 10%; GLA spleen mod: 1%; Tau fluor cs: 2%; Tau fibril ThT: -5%; TRb SRC2 PPI: -2%; Tau FP inhib: 1%

What do the screens show for `Cc1ccc(-n2nnnc2-c2cccc(C)c2)cc1`?
L3MBTL1 inh: 42%[activator]; TexasRed fluor: -2%; ALDH1A1 block: -14%; GLA spleen mod: 2%; Tau fluor cs: -5%; Tau fibril ThT: -3%; TRb SRC2 PPI: 4%; Tau FP inhib: -6%

Results for Cc1cccc(-c2nc(CS(=O)CC(=O)NCc3ccc(Cl)cc3)c(C)o2)c1 (centres undefined) ?
TexasRed fluor: -1%; Tau fluor cs: -22%; Tau fibril ThT: -17%; TRb SRC2 PPI: -6%; Tau FP inhib: 0%

Results for CC(=O)C1=C(O)C(=O)N(c2cc(C(C)(C)C)on2)C1c1ccc(C(C)C)cc1 (centres undefined) ?
L3MBTL1 inh: -1%; TexasRed fluor: -1%; ALDH1A1 block: inconclusive; GLA spleen mod: 3%; Tau fluor cs: -7%; Tau fibril ThT: -14%; TRb SRC2 PPI: 3%; Tau FP inhib: -3%

What do the screens show for `COc1ccc(-c2csc(NC(=O)COC(=O)c3ccc(Br)o3)n2)cc1`?
L3MBTL1 inh: -1%; TexasRed fluor: 0%; ALDH1A1 block: -2%; GLA spleen mod: 6%; Tau fluor cs: -18%; Tau fibril ThT: -10%; TRb SRC2 PPI: 10%; Tau FP inhib: inconclusive

Results for COc1ccccc1-c1cn[nH]c1-c1ccc(OCc2ccc(F)cc2)cc1O ?
L3MBTL1 inh: -10%; TexasRed fluor: -3%; GLA spleen mod: 2%; Tau fluor cs: 10µM*[quencher]; Tau fibril ThT: -10%; TRb SRC2 PPI: 0%; Tau FP inhib: inconclusive
